Compound activity: PubChem BioAssay, Broad Institute
NSD2 inh – NSD2 histone methyltransferase inhibitors, primary screen, biochemical, AlphaScreen, single concentration, set 2; NSD2 peptide methylation, 120 min; inhibition, % at 12.5 µM; AID 743445, 2014; Histone-lysine N-methyltransferase NSD2 (Homo sapiens), O96028; actives 0.54% (n = 310,000); in the data active means inhibition above about 50%
Target sequence (O96028 whole entry, looked up): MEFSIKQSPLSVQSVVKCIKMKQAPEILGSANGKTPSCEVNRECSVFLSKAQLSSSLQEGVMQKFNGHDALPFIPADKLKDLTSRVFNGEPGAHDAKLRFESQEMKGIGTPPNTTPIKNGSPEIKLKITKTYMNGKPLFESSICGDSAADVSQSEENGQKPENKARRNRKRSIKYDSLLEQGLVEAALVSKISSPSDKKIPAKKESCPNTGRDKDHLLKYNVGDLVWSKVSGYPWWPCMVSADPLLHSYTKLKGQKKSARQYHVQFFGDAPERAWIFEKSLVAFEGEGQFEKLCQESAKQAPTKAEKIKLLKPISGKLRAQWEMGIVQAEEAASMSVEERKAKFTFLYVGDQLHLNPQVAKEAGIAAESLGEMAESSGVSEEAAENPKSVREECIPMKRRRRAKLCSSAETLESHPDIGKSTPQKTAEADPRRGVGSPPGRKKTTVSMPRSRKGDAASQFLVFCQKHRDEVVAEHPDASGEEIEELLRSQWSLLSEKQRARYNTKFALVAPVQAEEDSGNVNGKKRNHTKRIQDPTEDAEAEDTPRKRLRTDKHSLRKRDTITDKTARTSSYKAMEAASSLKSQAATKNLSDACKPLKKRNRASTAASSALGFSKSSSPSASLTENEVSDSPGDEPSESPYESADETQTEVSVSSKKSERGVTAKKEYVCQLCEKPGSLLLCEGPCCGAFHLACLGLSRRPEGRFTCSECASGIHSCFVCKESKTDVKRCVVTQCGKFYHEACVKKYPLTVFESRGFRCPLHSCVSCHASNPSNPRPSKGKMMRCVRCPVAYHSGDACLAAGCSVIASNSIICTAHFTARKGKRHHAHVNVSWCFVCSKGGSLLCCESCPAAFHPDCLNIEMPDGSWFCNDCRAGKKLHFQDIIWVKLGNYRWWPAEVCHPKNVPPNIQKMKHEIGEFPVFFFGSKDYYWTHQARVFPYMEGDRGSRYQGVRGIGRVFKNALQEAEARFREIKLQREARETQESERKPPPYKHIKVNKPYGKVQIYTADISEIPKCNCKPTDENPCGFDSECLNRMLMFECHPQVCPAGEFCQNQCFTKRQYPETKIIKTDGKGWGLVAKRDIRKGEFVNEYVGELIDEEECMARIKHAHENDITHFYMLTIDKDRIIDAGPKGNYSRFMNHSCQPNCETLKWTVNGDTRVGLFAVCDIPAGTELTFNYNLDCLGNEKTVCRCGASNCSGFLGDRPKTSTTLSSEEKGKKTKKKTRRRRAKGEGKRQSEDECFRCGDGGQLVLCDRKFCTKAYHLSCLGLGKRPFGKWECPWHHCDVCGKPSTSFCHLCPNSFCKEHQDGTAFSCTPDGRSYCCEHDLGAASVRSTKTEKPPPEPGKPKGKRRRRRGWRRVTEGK
Starred values were filed as active, the others as inactive.

smiles	NSD2 inh
O=C(Nc1nnc([C@@H]2C[C@H](O)[C@@H](CO)O2)s1)Nc1cccc(Cl)c1Cl	0.6
C=CCN1C(=O)[C@@H](CC(=O)NCCCOC)[C@]2(C(=O)OC)CCCCC=C12	-0.6
CCCC(CNC(C)=O)(C1=CCCCC1)c1ccccc1 (stereo unspecified)	-5.0
CC(C)c1cc(Cn2c3ccccc3c(=O)n2C(C)Cn2cc(-c3ccccc3)nn2)on1 (stereo unspecified)	26.4
O=C(c1ccc(CS(=O)Cc2ccccc2Cl)o1)N1CCN(c2ccccc2)CC1 (stereo unspecified)	1.4
COc1ccc(OC)c(S(=O)(=O)NC(=O)C2(C)CCN2C(=O)Cc2ccc(Cl)cc2Cl)c1 (stereo unspecified)	5.4
CN(C)c1cccc(NC(=O)c2ccc(-c3ccc(F)c(F)c3)c3ccoc23)c1	-1.3
CC(=O)N1CCc2cc(NC(=O)C3(C)CCN3Cc3ccc(C(C)C)cc3)ccc21 (stereo unspecified)	1.1
O=C(CSC1CCc2ccccc21)NN=Cc1ccco1 (stereo unspecified)	-0.8
Cn1c(SCc2ccc(C(C)(C)C)cc2)nnc1C1COc2ccccc2O1 (stereo unspecified)	-4.8
CCOc1ccc(NC(=O)CN(C)C(=O)Cc2ccc3c(c2)OCCO3)cc1OCC	-1.2
Nc1c(-c2ccc(C(F)(F)F)cc2)nc2ncccn12	24.5
O=C(COC(=O)c1cnccn1)NCc1ccccc1Cl	-5.9
S=c1[nH]nc(-c2ccncc2)n1/N=C/c1ccccc1Cl	-0.8
COc1ccc(C(CNC(=O)CNC(=O)c2cccc(F)c2)N2CCOCC2)cc1 (stereo unspecified)	-4.4
Cc1nc2c(OCC(=O)C(C)(C)C)cccn2c1N(C)Cc1cccs1	4.3
Cc1ccccc1C(=O)N(Cc1ccccn1)CC1CCCO1 (stereo unspecified)	-0.8
COc1ccc(C(=O)C(C)OC(=O)C2CC3CCCC(C2)C3=O)cc1 (stereo unspecified)	-7.7
COc1ccc(C(=O)OCC(=O)N2CCN(C(=O)c3ccco3)CC2)c(OC)c1OC	-3.8
O=c1cc(CSc2n[nH]c(=O)n2C2CC2)c2ccc(O)cc2o1	-1.1
Cn1nc(N)c2ncc(C(Cl)(Cl)Cl)nc21	0.9
O=[N+]([O-])c1ccc(NCCCc2ccccc2)cc1	-0.8
COc1ccc(C(C)=O)cc1CSC(=S)N1CCSCC1	0.0
Cc1ccnc(NC(=S)N2CCC(Nc3cccc(C(F)(F)F)c3)CC2)c1	-1.8
CCc1nc2ccc(C(=O)NCC3CCCCC3)cn2c1N(C)Cc1nccs1	-0.1
Cc1ccc(C(=O)C2CCN(CC(=O)N(C)C3CCCCC3)CC2)cc1	3.9
COc1ccc(NC(=O)Cc2csc(NC(=O)Nc3ccccc3OC)n2)cc1	-1.3
O=C(NC1CCCC1)[C@@H]1CCCN1C(=O)[C@@H](NC(=O)N1CCOCC1)C1CCCCC1	-1.8
COc1ccc(Sc2ccc(NC(=O)c3cccc(Cl)c3)cc2C#N)cc1	-1.6
O=C(NCc1ccc(F)cc1)c1cc(C2CCCCN2C(=O)C2CCCCC2)on1 (stereo unspecified)	-11.4
S=c1nccc(-c2ccc(Cl)cc2)[nH]1	13.7
c1ccc(-c2cc(-c3nnc4sc(Cc5cccs5)nn34)[nH]n2)cc1	4.0
C/C(=N/NC(=O)C(=O)N/N=C(/C)c1ccccc1)c1ccccc1	-3.1
O=C(Cc1cccs1)Nc1ccccc1-c1nc2ccccc2[nH]1	-2.6
COc1cccc(C(=O)N2CCCc3ccccc32)c1OC	1.1
CC(=O)c1ccc(OC2(C)CCN(Cc3ccc4ccccc4c3)C2)cc1 (stereo unspecified)	0.7
CC(=O)c1sc(NC(=O)CCc2ccccc2)nc1C	1.5
O=C(CNc1ccc(Br)cc1)Nc1ccc(S(=O)(=O)N2CCCCC2)cc1	-5.9
COc1cc(-c2nnc(NC(=O)CS(=O)(=O)c3ccc(Cl)cc3)o2)cc(OC)c1OC	8.2
COc1ccc(C(C(=O)NC2CCCC2)n2c(Cc3cc(F)cc(F)c3)nc3ccccc32)cc1 (stereo unspecified)	-1.1

As entered above:
COc1ccc(C(C)=O)cc1CSC(=S)N1CCSCC1 – NSD2 inh: 0.0
O=C(NC1CCCC1)[C@@H]1CCCN1C(=O)[C@@H](NC(=O)N1CCOCC1)C1CCCCC1 – NSD2 inh: -1.8

Carrying on:
smiles	NSD2 inh
NC(=S)Nc1nc2ccccc2[nH]c1=O	8.6
CCn1c(SCC(=O)Nc2ccccc2)nc2c(c1=O)SCC2	-1.1
S=c1[nH]nc(-c2ccco2)n1/N=C/c1ccccn1	0.1
O=C(O)c1ccc(Cl)c(NC(=O)C2CCN(S(=O)(=O)c3ccc4c(c3)OCCO4)CC2)c1	0.5
O=C(OCCCCSc1nnc(-c2cccc3ccccc23)o1)c1ccc(F)cc1	-2.4
CC(C)c1nnc(NC(=O)c2nc(S(=O)(=O)Cc3ccccc3F)ncc2Cl)s1	3.3
CC1(C(=O)NS(=O)(=O)c2cccc(Cl)c2)CCN1C(=O)c1ccccc1CCc1ccccc1 (stereo unspecified)	-2.1
N#C/C(=C\c1ccncc1)c1nc2ccccc2o1	-1.7
COc1cccc(Nc2nc3cc(C)ccc3cc2C)c1	-10.4
CC(=O)Nc1ccc(NC(=O)c2cc(-c3cc(F)ccc3OCC3CCCO3)n[nH]2)cc1 (stereo unspecified)	-0.6
CC(=O)C1=C(C)N(Cc2ccc(F)cc2)C(=S)NC1c1ccc(Cl)cc1 (stereo unspecified)	-0.5
N#Cc1ccc(-c2nc3cc(C#N)c(C#N)cc3nc2-c2ccccc2)cc1C#N	-1.2
COCCNC(=O)C1CCCN(C(=O)c2ccc(F)c(C)c2)CC1 (stereo unspecified)	-1.7
CC1(C(=O)NCc2ccc(C(F)(F)F)cc2)CCN1Cc1ccccc1OC(F)F (stereo unspecified)	-4.1
CC(C)c1ccc(C(=O)OCC(=O)Nc2cccc(S(=O)(=O)NC3=NCCC3)c2)cc1	1.9
COc1cccc(CNc2nc3cc(-c4ccccc4CO)sc3c(=O)n2C)c1	-0.4
CCOC(=O)C1=C(C)NC(C)=C(C(=O)OCC)C1c1ccc(OC)c(OC)c1	-6.4
NS(=O)(=O)c1cccc(C(=O)N2CCCc3ccccc32)c1	-0.5
CC(=O)c1cc2cccc(OC3(C)CCN(Cc4ccc5ccccc5c4)C3)c2o1 (stereo unspecified)	0.4
CC1CCCC(NC(=O)c2cn(C)c3ccc(S(=O)(=O)N4CCCC4)cc3c2=O)C1C (stereo unspecified)	0.9
C=CS(=O)c1sc(Cl)c(N2CCOCC2)c1[N+](=O)[O-] (stereo unspecified)	21.1
CCCCN1CCN(C(=O)C2CCCN(C(=O)c3ccc4c(c3)NC(=O)CS4)C2)CC1 (stereo unspecified)	1.5
Cc1ncc(C(O)c2ccccc2)n1Cc1ccccc1 (stereo unspecified)	-1.0
O=C(NCc1nnc(SCC(=O)N2CCOCC2)o1)c1ccccc1	-13.7
Cc1cccc2c1NC1(CCCC1)CC2C (stereo unspecified)	-0.2
COc1ccc(S(=O)(=O)NCC(=O)N2CCN(c3ccccn3)CC2)c(OC)c1	0.3
O=C(Oc1ccccc1)N1CCCCC1	4.3
CCOC(=O)C(C)c1c(C(=O)c2ccc(C)nc2)c2ccccc2n1C (stereo unspecified)	-5.2
CC1(C(=O)NCc2ccccc2)CSCC(=O)N1Cc1cccc(F)c1 (stereo unspecified)	-0.7
COc1ccc(NC(=O)CSc2nc(C)cc(=O)[nH]2)cc1OC	5.7
C=CCn1cc(C(=O)OCC)c(=O)c2cc(F)c(F)cc21	-1.1
COc1ccc(C(=O)CC(C(=O)O)c2ccc(OC)c(OC)c2)cc1OC (stereo unspecified)	-2.5
Cn1c(=O)c2cc(NC(=O)NCCc3cccs3)ccc2n1C/C=C/c1ccccc1	-0.5
CC1(C(=O)NS(=O)(=O)Cc2cccc(Cl)c2)CCN1C(=O)C/C=C/c1ccccc1 (stereo unspecified)	-0.4
COC(=O)C1=C(C)N(Cc2ccccc2C(F)(F)F)C(=NCc2ccc(C(F)(F)F)cc2)NC1c1ccccc1 (stereo unspecified)	-1.5
COc1cccc(NC(=O)CN2CCC(NC(=O)c3ccccc3C)CC2)c1	-5.6
COc1ccc(C(=O)Nc2ccc3c(c2)OCCO3)c(OC)c1	-1.3
O=C1CN(C(=O)CN2CCN(S(=O)(=O)c3ccccc3F)CC2)c2ccccc2N1	-1.2
OC(c1ccccc1)c1ncc(-c2cccc(C(F)(F)F)c2)[nH]1 (stereo unspecified)	12.4
COCc1[nH]nc2c1C(c1ccccc1)N(Cc1ccccc1)C2=O (stereo unspecified)	0.4

A stretch from further up, for reference:
smiles	NSD2 inh
Cc1cccc2c1NC1(CCCC1)CC2C (stereo unspecified)	-0.2
COc1ccc(S(=O)(=O)NCC(=O)N2CCN(c3ccccn3)CC2)c(OC)c1	0.3

Other results follow.
smiles	NSD2 inh
Cc1cccc(OCC(=O)N2CCc3ccccc3C2)c1C	-2.8
COc1ccc(CCNC(=O)CSC2=NS(=O)(=O)c3cc(F)ccc3N2)cc1OC	-0.8
CCN(CC)C(=O)c1nc(-c2cccc3ccccc23)no1	-4.2
O=C(Nc1cccs1)Nc1nnc([C@@H]2C[C@H](O)[C@@H](CO)O2)s1	-1.0
CCN(c1ccccc1)S(=O)(=O)c1ccc(Cl)c(C(=O)Nc2ccncc2)c1	-0.9
OC[C@@H]1CN(Cc2ccccc2)C[C@H](n2cnc3c(N4CCN(c5ccccc5)CC4)ncnc32)O1	4.9
N#CCC(=O)N/N=C/c1cc(-c2ccccc2)n(-c2ccc(Cl)cc2)c1-c1ccccc1	4.1
Cc1ccccc1C(=O)OCC(=O)Nc1cccc(S(=O)(=O)N2CCCCC2)c1	-3.7
CC(c1ccccc1)C(Cc1nc2ccccc2[nH]1)c1nc2ccccc2[nH]1 (stereo unspecified)	-5.5
Cc1ccc(-c2nn(C)c(=O)c3ccccc23)cc1CNC(=O)c1ccccc1	-0.1
Cc1ccc(Cn2nc(C)cc2C(=O)Nc2ccc(Cl)cc2)cc1	-2.2
CN(C)CCNc1ncnc2c1ncn2[C@H]1CN(C)C[C@@H](CO)O1	0.7
CC(=C/c1ccccc1)/C=N/NC(=O)c1cccs1	0.2
O=C(NC(c1ccc(-c2ccccc2)cc1)c1cnccn1)C1CCN(CCOc2ccc(Cl)cc2Cl)CC1 (stereo unspecified)	3.6
CC(=O)Nc1cccc(-c2ccnc3c2CC(C)(C(=O)Nc2cccc(C(C)=O)c2)O3)c1 (stereo unspecified)	0.3
COc1ccc(-c2cnc3c(NC(C)=O)cc(-c4cc(F)ccc4OC)cn23)cc1OC	5.9
CCCCN1CN(S(=O)(=O)c2cccs2)c2nc3ccccc3nc21	-1.0
CCNC(=O)C1(C)CCN(C(=O)c2ccc3c(c2)OCO3)C1 (stereo unspecified)	0.2
Cc1cc(C(=O)N2CCCC(N3CCN(c4ccccc4C)CC3)C2)no1 (stereo unspecified)	14.1
COc1ccc(OC)c(S(=O)(=O)NC(=O)C2(C)CCN2C(=O)C2(c3ccc(Cl)cc3)CC2)c1 (stereo unspecified)	-3.2

Structural class, the compounds so far containing a CF3 group.
smiles	NSD2 inh
Nc1c(-c2ccc(C(F)(F)F)cc2)nc2ncccn12	24.5
Cc1ccnc(NC(=S)N2CCC(Nc3cccc(C(F)(F)F)c3)CC2)c1	-1.8
CC1(C(=O)NCc2ccc(C(F)(F)F)cc2)CCN1Cc1ccccc1OC(F)F (stereo unspecified)	-4.1
COC(=O)C1=C(C)N(Cc2ccccc2C(F)(F)F)C(=NCc2ccc(C(F)(F)F)cc2)NC1c1ccccc1 (stereo unspecified)	-1.5
OC(c1ccccc1)c1ncc(-c2cccc(C(F)(F)F)c2)[nH]1 (stereo unspecified)	12.4

The listing picks up, starting 4 compounds before the break.
smiles	NSD2 inh
CCCCN1CN(S(=O)(=O)c2cccs2)c2nc3ccccc3nc21	-1.0
CCNC(=O)C1(C)CCN(C(=O)c2ccc3c(c2)OCO3)C1 (stereo unspecified)	0.2
Cc1cc(C(=O)N2CCCC(N3CCN(c4ccccc4C)CC3)C2)no1 (stereo unspecified)	14.1
COc1ccc(OC)c(S(=O)(=O)NC(=O)C2(C)CCN2C(=O)C2(c3ccc(Cl)cc3)CC2)c1 (stereo unspecified)	-3.2
CC1=NNC(=O)C1C(c1ccccc1)C1C(=O)NN=C1C (stereo unspecified)	2.2
CCCC(=O)N1CCC1(C)C(=O)Nc1ccccn1 (stereo unspecified)	-3.2
Cc1nc(N2CCN(C(=O)C3CC3)CC2)c2c3c(sc2n1)CC(C)CC3 (stereo unspecified)	-1.2
O=S(=O)(Cc1ccc(Cl)cc1)NCc1cccnc1	-0.6
COc1cc(CNc2ncnc3c2ncn3[C@H]2CN(Cc3ccc4c(c3)OCO4)C[C@@H](CO)O2)cc(OC)c1OC	5.5
CC(C)C(=O)N1CCC1(C)C(=O)Nc1ccc2[nH]ccc2c1 (stereo unspecified)	9.5
CC(C)(C)OC(=O)C1[C@H](O)C=CC[C@H]1S(=O)c1ccccc1 (stereo partly specified)	-1.3
CS(=O)(=O)Nc1ccc(-c2cnc3cccnn23)cc1	5.1
NS(=O)(=O)c1ccc(NC(=S)N2CCN(S(=O)(=O)c3ccc(F)cc3)CC2)cc1	-0.6
CC1(C(=O)NS(=O)(=O)C2CC2)CCN(C(=O)c2cc3ccccc3s2)C1 (stereo unspecified)	1.2
COc1ccc(NC(C)=O)cc1S(=O)(=O)NCc1ccc2c(c1)OCO2	-1.3
CC(=O)Nc1ccc(S(=O)(=O)N(C)CC(=O)OC(C)C(=O)NC2(C#N)CCCCC2)cc1 (stereo unspecified)	-0.8
CC1(C(=O)Nc2ccc(Cl)c(Cl)c2)CCN1Cc1ccccc1OC(F)F (stereo unspecified)	-4.5

A portion of the library (hit frequency here may not be typical).
